# GASC1 inh: inhibitors of GASC-1 (KDM4C) histone demethylase, primary screen, biochemical, single concentration HTS; Lysine-specific demethylase 4C (Homo sapiens), Q9H3R0; GST-KDM4C 2-372, H3K9me3 peptide, LANCE TR-FRET; inhibition, % at 12.5 µM; 96,000 tested, 0.15% active; AID 720574, 2013;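 active = mean replicate inhibition above about 25%, with at least 55% of replicates also reaching it, limit read from the data, passing the limit was not always enough; inconclusive = only one of those two conditions met; inactive = neither condition met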
# Target sequence (Q9H3R0 2-372 limits assumed): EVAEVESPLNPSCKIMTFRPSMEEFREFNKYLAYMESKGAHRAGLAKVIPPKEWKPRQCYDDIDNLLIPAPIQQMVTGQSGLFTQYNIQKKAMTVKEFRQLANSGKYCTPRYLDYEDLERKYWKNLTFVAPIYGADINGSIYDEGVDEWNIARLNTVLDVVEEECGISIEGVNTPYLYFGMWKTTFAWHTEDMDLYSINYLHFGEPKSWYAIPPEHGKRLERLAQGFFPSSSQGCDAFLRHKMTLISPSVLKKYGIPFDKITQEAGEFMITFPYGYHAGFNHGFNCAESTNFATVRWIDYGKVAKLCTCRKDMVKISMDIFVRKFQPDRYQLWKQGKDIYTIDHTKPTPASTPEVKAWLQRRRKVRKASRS
#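 Material: GST-tagged GASC-1 (JMJD2C) catalytic fragment, aa 2-372. Input: enzyme final amount 10 nM. Medium: HEPES buffer, pH 7.5, plus ascorbate. Reagent: H3K9me3 peptide substrate, Fe(II), 2-oxoglutarate. Doses: single dose. Times: reaction 30 min RT, detection step 1 h RT. Measured by: LANCE TR-FRET. Evaluation: Fall in 671/618 emission ratio as inhibition.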
# Pf Dd2 growth: P. falciparum Dd2 growth inhibitors, primary screen, SYBR Green fluorescence, single dose replicates | 72 h; stronger effect = lower value | activity change, % at 10 µM | 94,000 tested, 2.3% active; in the data active = activity change below about -80%; inconclusive = no clear call, values can overlap the other calls
# Tcruzi prolif: T. cruzi intracellular proliferation inhibitors, primary screen, cell-based, beta-gal Tulahuen parasites, NIH3T3 host, luminescence. inhibition, % at 8.34 µM. 77,000 tested, 5.9% active. T. cruzi beta-gal in NIH3T3, GalScreen luminescence, 90 h;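 active = mean inhibition above about 93%, with at least 55% of replicates each passing it, limit read from the data, passing the limit was not always enough; inconclusive = only one of those two conditions holds; inactive = neither condition holds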
# C diff growth: C. difficile growth inhibitors, primary screen, HTS. growth activity, negative = inhibition, % at 16 µg/mL (by protocol). Clostridium difficile clinical isolate growth, OD600, 24 h; stronger effect = lower value. 86,000 tested, 0.25% active. AID 1259249, 2017;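 active = mean growth activity at or below -80% and every replicate also at or below -80%; inconclusive = mean at or below -80% but some replicate above -80%; inactive = mean growth activity above -80%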;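 note: 0% = DMSO wells and -100% = levofloxacin 16 µg/mL wells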
# * = called active by the depositor; u = inconclusive; x = not tested or not shown; & = joins results of further samples.
SMILES,GASC1 inh,Pf Dd2 growth,Tcruzi prolif,C diff growth
C[C@@H]1CCCCO[C@H](CN(C)C(=O)Nc2ccc(F)cc2)[C@H](C)CN([C@@H](C)CO)C(=O)c2cc(N(C)C)ccc2O1,0.7,-45,52,-8
O=C(C[C@H]1CC[C@@H]2[C@H](COC[C@H](O)CN2Cc2cc(F)ccc2F)O1)NCc1ccc(Oc2ccccc2)cc1,0.6,2,x,49&21
O=C(c1ccccc1F)N1C[C@H]2[C@@H](c3ccccc31)[C@@H](CO)N2C(=O)Nc1ccccc1,0.2,5,-1,-4
CCN1[C@H](C(=O)NC2Cc3ccccc3C2)[C@@H](CO)[C@@H]2Cn3c(ccc(C4=CCCC4)c3=O)[C@@H]21,14,1,17,3
COc1ccc(C(=O)Nc2ccc3c(c2)C(=O)N(C)C[C@@H](OC)[C@H](C)CN[C@@H](C)CO3)cc1,-0.2,5,-4,x
CO[C@@H]1CN(C)C(=O)c2cc(NS(C)(=O)=O)ccc2OC[C@H](C)N(C(=O)C2CCC2)C[C@H]1C,1.2,22,-9,x
C[C@H](CO)N1C[C@H](C)[C@@H](CN(C)CC2CCCCC2)Oc2ccc(NC(=O)C3CC3)cc2C1=O,x,10,-9,3
CCC(=O)N1C[C@H](C)[C@H](OC)CN(C)C(=O)c2cc(NC(=O)c3cnccn3)ccc2OC[C@H]1C,-1.4,4,2,-4
C[C@H](CO)N1C[C@H](C)[C@H](CN(C)Cc2ccc(C(=O)Nc3ccccc3N)cc2)Oc2ccc(NC(=O)C3CCCCC3)cc2CC1=O,14,-84*,84,4
CC(C)NC(=O)N(C)C[C@@H]1Oc2ccc(NS(=O)(=O)c3ccccc3)cc2CC(=O)N([C@@H](C)CO)C[C@@H]1C,4.2,10,-12,x
CO[C@H]1CN(C)C(=O)c2ccc(NC(=O)Nc3ccc(Cl)cc3)cc2OC[C@@H](C)N(C(=O)Nc2c(C)noc2C)C[C@@H]1C,0.2,0,65,x
C[C@@H]1CCCCO[C@@H](CN(C)CC2CCCCC2)[C@H](C)CN([C@H](C)CO)C(=O)c2cc(NC(=O)Nc3ccc(C(F)(F)F)cc3)ccc2O1,-2.3,-81*,u,-104*
CN1CCN(C(=O)C[C@@H]2CC[C@@H]3[C@H](COC[C@@H](O)CN3C(=O)C3CCOCC3)O2)CC1,3.6,26,-142,-2&-2
C[C@@H]1CN([C@H](C)CO)C(=O)c2cc(Br)cnc2O[C@H]1CN(C)Cc1ccccc1,x,2,14,12
COc1ccc(NC(=O)N(C)C[C@H]2Oc3ccc(NS(=O)(=O)c4ccc(C)cc4)cc3CC(=O)N([C@H](C)CO)C[C@H]2C)cc1,-2.4,25,12,x

# The final 6 entries of the part before lead into the next.
SMILES,GASC1 inh,Pf Dd2 growth,Tcruzi prolif,C diff growth
CC(C)NC(=O)N(C)C[C@@H]1Oc2ccc(NS(=O)(=O)c3ccccc3)cc2CC(=O)N([C@@H](C)CO)C[C@@H]1C,4.2,10,-12,x
CO[C@H]1CN(C)C(=O)c2ccc(NC(=O)Nc3ccc(Cl)cc3)cc2OC[C@@H](C)N(C(=O)Nc2c(C)noc2C)C[C@@H]1C,0.2,0,65,x
C[C@@H]1CCCCO[C@@H](CN(C)CC2CCCCC2)[C@H](C)CN([C@H](C)CO)C(=O)c2cc(NC(=O)Nc3ccc(C(F)(F)F)cc3)ccc2O1,-2.3,-81*,u,-104*
CN1CCN(C(=O)C[C@@H]2CC[C@@H]3[C@H](COC[C@@H](O)CN3C(=O)C3CCOCC3)O2)CC1,3.6,26,-142,-2&-2
C[C@@H]1CN([C@H](C)CO)C(=O)c2cc(Br)cnc2O[C@H]1CN(C)Cc1ccccc1,x,2,14,12
COc1ccc(NC(=O)N(C)C[C@H]2Oc3ccc(NS(=O)(=O)c4ccc(C)cc4)cc3CC(=O)N([C@H](C)CO)C[C@H]2C)cc1,-2.4,25,12,x
CC(C)C#Cc1ccc([C@H]2[C@@H](CO)N3C(=O)CN(C(=O)NC4CCCCC4)C[C@@H]23)cc1,1.2,-18,x,-2
C[C@H](CO)N1C[C@H](C)[C@@H](CN(C)CC2CCCC2)Oc2ncc(C#C[C@@H](C)O)cc2C1=O,-1.3,15,-51,0
C[C@H](CO)N1C[C@H](C)[C@H](CN(C)C(=O)NC2CCCCC2)Oc2c(NS(=O)(=O)c3ccc(F)cc3)cccc2C1=O,0.1,-25,6,-1
CCCNC(=O)N(C)C[C@H]1Oc2cc(Br)ccc2S(=O)(=O)N([C@H](C)CO)C[C@@H]1C,0.2,17,-23,5
C[C@H]1CCCCO[C@H](CN(C)CC2CC2)[C@@H](C)CN([C@@H](C)CO)C(=O)c2cc(NC(=O)Nc3ccc4c(c3)OCO4)ccc2O1,0.4,-90*,33,4
CNC[C@@H]1OCCCC[C@@H](C)Oc2ccc(NC(=O)Nc3ccccc3)cc2C(=O)N([C@H](C)CO)C[C@H]1C,-1.8,16,58,1
Cc1ccccc1-c1cnc2c(c1)C(=O)N([C@H](C)CO)C[C@@H](C)[C@H](CN(C)Cc1ccncc1)O2,-3.6,-26,33,-3
CCCNC(=O)N1[C@H](CO)[C@@H](c2ccc(-c3cccc(OC)c3)cc2)[C@@H]1C#N,-1.8,-21,86,-2
C[C@@H]1CCCCO[C@H](CN(C)Cc2ccc(C(=O)O)cc2)[C@@H](C)CN([C@@H](C)CO)C(=O)c2cc(N(C)C)ccc2O1,3.3,28,-27,2
C[C@@H]1CN([C@@H](C)CO)C(=O)c2cc(NC(=O)Nc3ccc4c(c3)OCO4)ccc2O[C@@H](C)CCCCO[C@@H]1CN(C)C(=O)CCCN(C)C,3.0,21,20,-2
CCCC#Cc1ccc2c(c1)O[C@H](CN(C)C)[C@H](C)CN([C@@H](C)CO)S2(=O)=O,0.6,-14,48,4
COCC(=O)N(C)C[C@H]1[C@@H](c2ccc(-c3cccnc3)cc2)[C@H](CO)N1C(C)=O,-0.2,-48,84,0
O=C(CCN1CCCCC1)NCC[C@@H]1CC[C@H](NS(=O)(=O)c2cccc(F)c2)[C@@H](CO)O1,1.0,14,-92,0
O=C(O)[C@H]1[C@H](CO)[C@H]2Cn3c(ccc(-c4ccccc4)c3=O)[C@H]2N1CCc1ccccc1,0.2,-12,45,8
C[C@H]1CN([C@@H](C)CO)C(=O)c2cc(C3=CCCCC3)cnc2O[C@H]1CN(C)C(=O)Nc1cccc(F)c1,-2.0,-22,6,0
COCC(=O)N1[C@H](C#N)[C@@H](c2ccccc2)[C@@H]1CO,-0.8,35,29,7
COc1ccc2c3c([nH]c2c1)[C@H](CO)N(CC1CC1)CC31CN(C(=O)c2ccccc2)C1,-0.3,-83*,x,6
COCc1cn(CC[C@@H]2CC[C@H](NC(=O)CCN3CCCCC3)[C@H](CO)O2)nn1,1.8,19,-7,-4
CN1[C@@H]2c3ccc(-c4ccncc4)c(=O)n3C[C@@H]2[C@@H](CO)[C@@H]1C(=O)NCCc1ccccc1,-0.8,7,61,1
CS(=O)(=O)N1[C@H](C#N)[C@@H](c2ccccc2)[C@H]1CO,-1.7,36,5,-7
CCCC#Cc1ccc2c(c1)O[C@@H](CN(C)Cc1ccncc1)[C@@H](C)CN([C@H](C)CO)S2(=O)=O,5.8,-27,114*,6
C[C@H]1CN([C@@H](C)CO)C(=O)c2cc(NS(=O)(=O)c3ccc(Cl)cc3)ccc2O[C@@H]1CN(C)S(=O)(=O)c1ccccc1,0.0,-27,16,-9
C[C@H](CO)N1C[C@H](C)[C@H](CN(C)S(=O)(=O)c2cccs2)Oc2c(NC(=O)C3CCCCC3)cccc2C1=O,-0.4,-19,-9,5
CC=Cc1ccc2n(c1=O)C[C@@H]1N[C@H]2[C@H](C(=O)NCCc2ccccc2)[C@H]1CO (mixture of isomers),-0.9,x,3,-5
CC(=O)N(C[C@H]1N[C@H](CO)[C@H]1c1ccc(-c2cccnc2)cc1)C1CCCC1,-0.3,-2&-23,-39&-13,2&2
C[C@@H]1CCCCO[C@H](CN(C)C(=O)c2ccccc2)[C@H](C)CN([C@@H](C)CO)C(=O)c2cc(NC(=O)Nc3ccc(F)cc3)ccc2O1,x,-23,68,7
CO[C@@H]1CN(C)C(=O)c2ccc(NC(=O)c3nc4ccccc4s3)cc2OC[C@H](C)NC[C@H]1C,0.5,-22,-63,x
CN(C)C(=O)c1cccc(-c2ccc(C3[C@H]4CNC[C@@H]3N4S(=O)(=O)c3ccccc3F)cc2)c1 (some centres undefined),0.6&-0.9,-21&-7,x,-2&-1
CCN1[C@@H]2c3ccc(-c4ccccc4F)c(=O)n3C[C@@H]2[C@@H](CO)[C@@H]1C(=O)NC1CCC1,4.4,-2,34,0
Cc1noc(C)c1NC(=O)Nc1ccc2c(c1)C(=O)N([C@@H](C)CO)C[C@@H](C)[C@@H](CN(C)Cc1ccc(C(F)(F)F)cc1)OCCCC[C@@H](C)O2,-1.0,-39,30,6
COc1ccc(S(=O)(=O)Nc2cccc3c2O[C@H](CN(C)S(=O)(=O)c2ccccc2)[C@@H](C)CN([C@H](C)CO)C3=O)cc1,1.0,9,x,-1
O=C(C[C@H]1CC[C@H](NC(=O)NC2CCCCC2)[C@H](CO)O1)NCc1ccc(F)cc1,2.2,-21,x,-13
COc1cccc(NC(=O)N[C@H]2CC[C@@H](CC(=O)Nc3ccccc3)O[C@H]2CO)c1,-1.5,-2,x,-2
CO[C@H]1CN(C)C(=O)c2ccc(NC(=O)C3CCC3)cc2OC[C@@H](C)N(Cc2ccc(F)cc2)C[C@@H]1C,1.5,x,37,x
COc1ccc(NC(=O)Nc2cccc3c2O[C@H](CN(C)C(=O)Nc2cccc4ccccc24)[C@@H](C)CN([C@@H](C)CO)C3=O)cc1,1.0,-11,26,-10
C[C@H](CO)N1C[C@H](C)[C@@H](CN(C)C(=O)Nc2ccc(F)cc2)OCCCC[C@H](C)Oc2ccc(NC(=O)CCCN(C)C)cc2C1=O,2.4,41,6,1
Cc1ccc(S(=O)(=O)N(C)C[C@@H]2Oc3ccc(NC(=O)CCCCCC(=O)Nc4ccccc4N)cc3C(=O)N([C@@H](C)CO)C[C@H]2C)cc1,-3.3,-60,x,-3
COc1ccc(NC(=O)N(C)C[C@H]2OCCCC[C@H](C)Oc3ccc(NS(=O)(=O)c4ccc(C)cc4)cc3C(=O)N([C@H](C)CO)C[C@@H]2C)cc1,-2.4,-45,20,x
COc1cccc(S(=O)(=O)N[C@@H]2CC[C@@H](CCn3cc(-c4ccccn4)nn3)O[C@H]2CO)c1,-1.4,-18,-15,18
CC(C)NC(=O)N1CCCCN2[C@H](CO)[C@H](c3ccc(Br)cc3)[C@@H]2C1,0.7,23,28,-2
O=C(c1ccc2c(c1)OCO2)N1CC(=O)N2[C@H](CO)[C@@H](c3ccc(C#CC4CCCC4)cc3)[C@H]2C1,-1.6,-35,x,-14
Cc1noc(C)c1S(=O)(=O)Nc1ccc2c(c1)C(=O)N([C@@H](C)CO)C[C@@H](C)[C@@H](CN(C)Cc1ccc(Oc3ccccc3)cc1)O2,-1.1,-28,22,x
C[C@H]1CN([C@@H](C)CO)C(=O)c2c(c3ccccc3n2C)-c2ccccc2CO[C@@H]1CN(C)S(=O)(=O)c1ccc(C#N)cc1,-0.3,-73,56,x
CO[C@H]1CN(C)C(=O)c2cc(NC(=O)NC(C)C)ccc2OC[C@H](C)N(C)C[C@H]1C,0.3,19,-25,0
Cc1ccc(S(=O)(=O)Nc2ccc3c(c2)C(=O)N([C@@H](C)CO)C[C@@H](C)[C@H](CN(C)C(=O)CCC(F)(F)F)OCCCC[C@H](C)O3)cc1,1.0,-1,-84,x
COc1ccccc1-c1ccc2n(c1=O)C[C@H]1[C@H](CO)[C@@H](C(=O)NC3CCC3)N(C(=O)C3CCC3)[C@@H]21,-0.1,x,59,0
C[C@@H]1CCCCO[C@@H](CN(C)C(=O)C2CCCCC2)[C@H](C)CN([C@H](C)CO)C(=O)c2cc(N(C)C)ccc2O1,5.5,8,u,-5
OC[C@@H]1[C@@H](c2ccc(-c3ccccc3)cc2)[C@@H]2CN(Cc3cncnc3)CCCCN12,0.2,25,36,-8
COCC#Cc1ccc([C@@H]2[C@@H](CO)N3C(=O)CN(C(=O)C4CCOCC4)C[C@H]23)cc1,-0.3,25,x,4
O=C(C[C@@H]1C=C[C@H](NS(=O)(=O)c2ccc(F)cc2)[C@@H](CO)O1)NCCN1CCCCC1,-1.2,10,4,2
CC(C)C#Cc1ccc([C@H]2[C@@H](C#N)N(C(=O)c3cccc(F)c3)[C@H]2CO)cc1,0.6,-52,94,9

# Screening data (PubChem BioAssay)
